# GlmU inhibition: inhibition of mycobacterial GlmU enzyme – biochemical, glucosamine-1-phosphate acetyltransferase (AID 1376). inhibition, %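 (tested at 30 µM in the primary screen)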, or IC50 in µM where a hit was titrated. M. tuberculosis GlmU acetyltransferase enzyme assay; higher % means a stronger effect. hit rate 0.25% among 220,000; in the data active means inhibition above about 13%;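 further: 0% = complete reaction with vehicle and 100% = reaction without substrate; strong numbers were not always called active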
# RmlCD inh 1536: blocks M. tuberculosis RmlC and RmlD coupled enzymes; inhibition, % at 3.6 µM; hit rate 0.03% among 160,000; RmlC+RmlD coupled enzyme assay, percent inhibition; primary screen in compound mixtures; in the data active means inhibition mostly above about 34%, no sharp cut-off; further: some results filed as inactive read as strong as hits
# Target sequence (P9WH09 whole entry, looked up): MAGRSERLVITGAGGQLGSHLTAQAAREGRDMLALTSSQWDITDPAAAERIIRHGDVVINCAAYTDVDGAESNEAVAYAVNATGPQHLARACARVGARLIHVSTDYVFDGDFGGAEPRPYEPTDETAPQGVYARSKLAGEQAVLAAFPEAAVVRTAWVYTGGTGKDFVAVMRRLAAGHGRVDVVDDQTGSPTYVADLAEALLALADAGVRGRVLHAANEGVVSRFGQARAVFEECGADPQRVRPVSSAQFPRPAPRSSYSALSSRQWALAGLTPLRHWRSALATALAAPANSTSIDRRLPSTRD
# Target sequence (P9WH11 whole entry, looked up): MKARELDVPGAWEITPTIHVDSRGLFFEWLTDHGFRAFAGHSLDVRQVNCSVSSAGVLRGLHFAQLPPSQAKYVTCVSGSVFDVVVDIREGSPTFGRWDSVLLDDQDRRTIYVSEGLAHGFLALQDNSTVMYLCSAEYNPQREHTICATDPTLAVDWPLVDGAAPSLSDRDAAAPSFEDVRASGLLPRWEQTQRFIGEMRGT
# * marks the source's active call; other numbers are inactive results; nt = not tested or not shown. This is a subset, so the mix of outcomes need not match the whole.
SMILES	GlmU inhibition	RmlCD inh 1536
Cc1ccc(CN2CCN(CC(=O)N3CCC4(CC3)OCCO4)C2=O)cc1	1.2%	-5.1
CCOC(=O)c1sc2ncn(/N=C/c3cccnc3)c(=O)c2c1C	-0.1%	-9.3
COc1cccc(C2=NO[C@@H]3C(=O)N(Cc4ccccc4)C(=O)[C@H]23)c1OC	5.8%	nt
COc1ccc(S(=O)(=O)NCC2CCCN(C(=O)c3ccco3)C2)cc1 (stereo unspecified)	0.5%	-4.4
OC(C#CCN1CCCCC1)c1ccccc1 (stereo unspecified)	5.8%	nt
O=C(CCSc1nc(-c2ccco2)cc(C(F)(F)F)n1)Nc1ccc2c(c1)OCO2	-0.3%	-8.0
Oc1sc(C=Nc2ccc(F)cc2)c2ccccc12	2.2%	-8.0
COc1ccc2c(c1)C1NC(=S)NC(C)(O2)C1C(=O)Nc1ccc(C)cc1C (stereo unspecified)	3.7%	-7.2
CC1=CC(C)(C)NC(=S)N1c1cc(C)cc(C)c1	-3.6%	-11.9
CCN(CC)S(=O)(=O)c1ccc(/C=C/C(=O)Nc2ccc(N3CCOCC3)cc2)cc1	-0.3%	nt
COCCSc1nnc(NC(=O)C2CC(=O)N(c3ccc(Cl)cc3)C2)s1 (stereo unspecified)	-5.2%	-8.6
CCOC(=O)c1c(C)[nH]c(C(=O)C(C)N2CCCC2)c1C (stereo unspecified)	1.4%	nt
COc1ccc(N=C2SC(CC(=O)Nc3cccc(Cl)c3)C(=O)N2Cc2ccco2)cc1 (stereo unspecified)	0.1%	4.8
O=C(CCc1ccccc1)NCC(=O)N/N=C/c1ccc2c(c1)OCO2	3.1%	nt
O=C(Nc1cc(Cl)cc(Cl)c1)C(NCCCO)c1ccccc1 (stereo unspecified)	-2.0%	2.3
Cc1ccc(C(=O)Nc2nc(C(C)(C)C)cs2)s1	0.9%	-4.0
O=C(Nc1ccc(Cl)cc1)N(Cc1cccnc1)Cc1ccco1	-1.7%	nt
CCCCN1C(=O)CCC(C(=O)O)C1c1ccccc1 (stereo unspecified)	4.5%	9.4
CC(C)c1cc(C(=O)NCCc2ccccc2)no1	2.8%	-9.4
CCOC(=O)c1ccc(-n2c(N)c(C(=O)NCC3CCCO3)sc2=S)cc1 (stereo unspecified)	2.9%	0.5

# Continued:
SMILES	GlmU inhibition	RmlCD inh 1536
CCOC(=O)CSc1nnc(CNC(=O)c2ccc([N+](=O)[O-])cc2)n1C	2.6%	nt
Cc1ccc(CNc2oc(C)nc2C#N)cc1	1.8%	3.8
CCOCCCNC(=S)N1CCCN(c2nc3cc(C)cc(C)c3cc2C#N)CC1	-1.9%	-0.4
CC1(c2nnc(-c3cccc(Cl)c3)o2)CC(c2ccc(Br)cc2)=NO1 (stereo unspecified)	-4.3%	nt
CC(C)CCNC(=O)NC(=O)COc1c(F)c(F)cc(F)c1F	1.2%	1.7
CC(CCc1ccccc1)NC(=O)CN1CCc2ccccc2C1 (stereo unspecified)	-3.7%	nt
Cc1cc(NS(=O)(=O)c2ccc(NC(=O)CCCOc3ccc(Cl)cc3)cc2)no1	7.2%	2.7
CCOC(=O)c1sc(=S)sc1SCc1cccc(C(F)(F)F)c1	1.7%	6.5
O=C(O)CC/C(=C\c1ccc(N2CCOCC2)c([N+](=O)[O-])c1)c1nc2ccccc2s1	-3.3%	12.6
Cn1c(-c2ccc(F)cc2)cnc1NCc1ccc(F)cc1	-0.1%	nt
COc1ccccc1Cc1noc(C(C)(C)NC(=O)c2ccccc2)n1	3.7%	-9.4
CCC(C)(C)NC(=O)C1CCN(c2nc(OC)nc(OC)n2)CC1	-1.9%	-4.2
CC1(C)CC(=O)C2=C(C1)c1c(ccc3ncccc13)NC2c1cccs1 (stereo unspecified)	1.4%	1.8
COc1ccc(NC(=O)c2[nH]c(C)c(C(C)=O)c2C)cc1S(=O)(=O)N1CCOCC1	3.3%	nt
Cc1ccccc1NC(=O)CSc1nc2ccccc2o1	-1.9%	-6.7
CC(NC(=O)CSc1ccccc1C(=O)O)C1CC2CCC1C2 (stereo unspecified)	-5.1%	8.9
CC(=NCC1CCNCC1)C1=C(O)CC(C)(C)CC1=O	0.2%	7.6
Cc1cc(C)cc(N(C(C)C(=O)N2CCOCC2)S(C)(=O)=O)c1 (stereo unspecified)	-2.3%	10.6
CCOC(=O)Cc1csc(NC(=O)c2cnc3scc(C)n3c2=O)n1	-5.0%	nt
Cc1ccc(-c2[nH]c3ccccc3c2SCCN)cc1	-7.3%	-12.4

# Next compounds follow:
SMILES	GlmU inhibition	RmlCD inh 1536
O=C1C2C(C(=O)N1CCc1ccccc1)C1C=CC2C12CC2 (stereo unspecified)	3.3%	nt
C(=N\Nc1nc(-c2ccccc2)cs1)/c1ccncc1	-5.7%	-6.5
Cc1[nH]c(=O)[nH]c(=O)c1S(=O)(=O)N1CCCC(C(=O)NCCc2ccccc2)C1 (stereo unspecified)	1.6%	7.2
O=C(CC(C(=O)O)P(=O)(c1ccccc1)c1ccccc1)c1ccc(Br)cc1 (stereo unspecified)	4.4%	-8.6
Cc1ccc(C(=O)N/C(=C/c2ccco2)C(=O)NCC2CCCO2)cc1 (stereo unspecified)	0.2%	nt
COc1cc(C2CC(=O)c3c(ccc4ccccc34)N2)ccc1O (stereo unspecified)	-0.3%	11.3
Cc1ccc(S(=O)(=O)N(C)C)cc1NC(=O)Cn1c(CN2CCOCC2)nc2ccccc2c1=O	4.0%	-4.5
O=C(NCc1ccccn1)c1cc(-c2ccc(Cl)cc2)nc2ccccc12	-8.2%	2.9
CC1(C(=O)CSc2nc3ccccc3s2)CCC(=O)O1 (stereo unspecified)	-1.3%	-4.0
CC(=O)c1c(N)nc2n(c1=O)CCCCC2	-4.8%	20.0
Cc1ccc2c(c1)[C@H]1OCC[C@H]1[C@@H](c1ccncc1)N2	-0.3%	-1.8
N#CC1=C(S)N(c2ccccc2)C(c2ccc(-c3cccc(Cl)c3)o2)NC1=O (stereo unspecified)	-1.2%	0.1
O=C(N/N=C/c1ccccc1)c1[nH]ncc1Br	-5.6%	-2.4
O=C(CCCc1c[nH]c2ccccc12)NCc1cccs1	0.4%	nt
Cc1occc1C(=O)Nc1cccnc1	-2.1%	8.3
CC1CCN(C(=O)CCc2ccc(S(=O)(=O)NC(C)(C)C)cc2)CC1	-2.8%	8.9
CCOC(=O)c1cccc(P(C)(C)=O)c1	4.6%	6.1
COc1cc(-c2nc3cnccc3n2C)cc(OC)c1OC	2.3%	nt
O=C(NCc1nc(-c2ccc(C(F)(F)F)cc2)no1)c1cccs1	0.2%	5.1
CCCCOC(=O)C1CCC[C@@H](C)N1 (stereo partly specified)	-4.7%	-5.6

# Next records.
SMILES	GlmU inhibition	RmlCD inh 1536
COc1cc(OC)cc(-c2nc3ccccc3c(=O)n2OC(=O)c2ccc(C)c(C)c2)c1	2.6%	3.2
C/C(=N\NC(=O)OC(C)(C)C)c1cccc([N+](=O)[O-])c1	4.2%	11.5
CC(=O)Oc1ccccc1C(=O)Oc1ccc(/C=N/n2cnnc2)cc1	-1.5%	-5.1
CCOc1ccc(NC(=O)CNC(=O)c2ccc([N+](=O)[O-])cc2)cc1	-0.6%	3.8
Cc1ccccc1NC(c1cccc(Cl)c1)c1nnnn1C1CCCCC1 (stereo unspecified)	1.1%	-8.8
Cc1ccc(S(=O)(=O)N(C)Cc2nc(-c3ccccn3)no2)cc1	6.8%	nt
COc1ccc(COCC(O)CN2CC(C)OC(C)C2)cc1OC (stereo unspecified)	-2.5%	10.6
Cn1c(=O)c(/C=C/c2ccc(F)cc2)nc2ccccc21	-1.1%	2.3
NC(=O)CC(NC(=O)Cc1ccc(Br)cc1)c1ccc(NC2CCC2)c([N+](=O)[O-])c1 (stereo unspecified)	-2.8%	nt
Cc1cccn2c(CN(C)CC3CCCCO3)c(C(=O)N3CCCCC3)nc12 (stereo unspecified)	-5.0%	nt
CC(C)=C(NC(=O)c1ccccc1)C(=O)NCCCC(=O)O	-5.0%	1.2
Cc1cc(NC(=O)c2cncc(Br)c2)no1	0.4%	10.8
CCCc1c(NC(=O)Nc2ccc(F)cc2)cnn1-c1ccccc1	-1.9%	13.9
C=CCSc1nc2ccccc2n1S(=O)(=O)c1ccc(Cl)cc1	-0.7%	nt
CCN(CC)S(=O)(=O)c1ccc(-c2csc(C)n2)s1	6.7%	77.6
CCOC(=O)c1ccc(N2CCOCC2)c(NC(=O)c2c(-c3ccccc3)noc2C)c1	-3.4%	12.4
CN1CCN(C(c2cccc(Cl)c2)c2ccccc2Cl)CC1 (stereo unspecified)	-4.3%	3.4
CCOCc1nc(N)[nH]c(=O)c1Cc1ccc(OC(C)C)cc1	-1.4%	nt
Cn1nc(-c2ccc(C(=O)N3CCN(CCO)CC3)cc2)c2ccccc2c1=O	-2.9%	1.7
CCOc1cc(S(=O)(=O)NCc2ccccc2)ccc1Br	2.4%	-8.1

# Some of the entries so far, field by field.
canonical_smiles: Cc1ccccc1NC(c1cccc(Cl)c1)c1nnnn1C1CCCCC1 (stereo unspecified)
  GlmU inhibition = 1.1% | RmlCD inh 1536 = -8.8
canonical_smiles: Cc1cccn2c(CN(C)CC3CCCCO3)c(C(=O)N3CCCCC3)nc12 (stereo unspecified)
  GlmU inhibition = -5.0% | RmlCD inh 1536 = nt
canonical_smiles: NC(=O)CC(NC(=O)Cc1ccc(Br)cc1)c1ccc(NC2CCC2)c([N+](=O)[O-])c1 (stereo unspecified)
  GlmU inhibition = -2.8% | RmlCD inh 1536 = nt
canonical_smiles: Cn1c(=O)c(/C=C/c2ccc(F)cc2)nc2ccccc21
  GlmU inhibition = -1.1% | RmlCD inh 1536 = 2.3

# (listing goes on)
SMILES	GlmU inhibition	RmlCD inh 1536
Cc1ccc(Cn2nc(C)c(NC(=O)CCCn3nc([N+](=O)[O-])c(Cl)c3C)c2C)cc1	8.0%	nt
O=C(Nc1cccc(Cl)c1)c1c(O)c2c(n(Cc3ccco3)c1=O)CCCC2	1.6%	nt
Cc1cc(C(=O)CSc2nnnn2-c2ccc(Cl)cc2)c(C)n1CC1CCCO1 (stereo unspecified)	5.2%	10.0
O=C(COc1ccc(-n2ccnc2)cc1)Nc1cccc(F)c1	2.9%	-6.0
COCC(=O)Nc1nc2n(n1)C(c1ccccc1)CC(c1ccc(OC)cc1)N2 (stereo unspecified)	-2.5%	7.1
CCOC(=O)c1cc(CC)sc1/N=C/C1C(=O)NC(=S)NC1=O	1.6%	-10.1
CCc1cccc(NC(=O)c2ccc(CNc3c(N4CCCC4)c(=O)c3=O)cc2)c1	3.1%	5.5
COc1cccc(C(c2nnnn2Cc2ccc(F)cc2)N2CCC(C(N)=O)CC2)c1OC (stereo unspecified)	6.3%	-4.3
CCn1c2ccccc2c2cc(C3N=C(N)Nc4nc5ccccc5n43)ccc21 (stereo unspecified)	-2.6%	-3.8
COc1ccc(CCN2C(=O)C(Oc3ccccc3C)C2c2ccc3c(c2)OCO3)cc1 (stereo unspecified)	-2.7%	-16.0
CCOc1ccc(C(=O)NC2CCN(C(=O)N3CCCC3)CC2)cc1	1.1%	nt
COc1ccc(SCCc2ccncc2)cc1	6.4%	3.2
CC(C)OC(=O)C(CC(=O)O)N1CCOCC1 (stereo unspecified)	-5.4%	nt
Cc1ccc(C(=O)NCCn2cc(SCC(=O)Nc3nnc(C)s3)c3ccccc32)cc1	0.2%	7.8
COc1cc(OC)cc(-c2nnc(SCC(=O)N3c4ccccc4Sc4ccccc43)o2)c1	-0.1%	nt
CC12CC(c3ccccc3O1)C(C(=O)OCc1ccccc1)C(=O)N2 (stereo unspecified)	-4.5%	nt
CCCC1=C(C(=O)OCC)C(c2c(C)nn(-c3ccccc3)c2Cl)C(C#N)=C(N)O1 (stereo unspecified)	-2.1%	11.2
Cc1ccc(C(=O)NNC(=O)c2nn(-c3ccc(F)cc3)ccc2=O)cc1	-8.0%	6.0
COc1ccc(CN2CCNC(=O)C2CC(=O)NCCCn2cccn2)c(OC)c1 (stereo unspecified)	0.0%	1.7
CCOC(=O)C1(Cc2ccc(OC)cc2)CCN(C(=O)CN2CCN(CC)CC2)CC1	-5.0%	11.3

# Continuation.
SMILES	GlmU inhibition	RmlCD inh 1536
O=C(c1ccccc1Br)N1CCN(c2ccccc2)CC1	3.5%	4.2
O=c1[nH]c(=O)n(C2CCCCCC2)c(O)c1C=NC1CCN(Cc2ccccc2)CC1	-0.4%	13.2
CC(C)NC(=O)NS(=O)(=O)c1cnccc1N1CCCCC1	-6.2%	nt
O=c1oc2ccccc2c(N2CCCCC2)c1CN1CCCCC1	1.8%	3.2
COc1ccc(NC(=S)N(CCN2CCOCC2)Cc2ccccc2F)cc1	2.9%	-7.9
c1ccc2c(c1)ncn2-c1ncnc2sc3c(c12)CCCC3	-1.1%	nt
CCCOCC1CC2(CC(C)(c3csc(N)n3)OC2=O)C(=O)O1 (stereo unspecified)	5.6%	nt
O=C(c1cccs1)N(Cc1ccco1)c1nc(-c2ccc(F)cc2)cs1	3.4%	nt
Cc1cc(=O)[nH]c(/N=C(\N)Nc2ccc3c(c2)OCCO3)n1	1.9%	-9.2
COc1ccc(CCNC(=S)NCCc2ccc(OC)c(OC)c2)cc1OC	3.4%	18.7
CN(Cc1ccon1)Cc1cn(C)nc1-c1cccc(Cl)c1	8.9%	5.0
CCCCCC(=O)Nc1ccc2oc(-c3cccnc3)nc2c1	0.9%	-7.5
C=CCN(C(=O)c1ccccn1)C(C(=O)NCc1ccccc1)c1ccccc1F (stereo unspecified)	3.7%	4.0
Cn1nc([N+](=O)[O-])nc1Sc1ccc(Cl)cc1	-3.2%	-2.3

# Bioassay records deposited in PubChem by several laboratories.
